Assay outcomes (PubChem)
M. tuberculosis – growth inhibition of non-replicating M. tuberculosis (AID 488890); actives 0.39% (n = 320,000); inhibition, % at 25 µM; hits with a dose series show IC50 in µM; Mycobacterium tuberculosis non-replicating, growth inhibition; higher % means a stronger effect; in the data active = a potency from the dose series; inconclusive = inhibition mostly from about 82% at the one dose, without a potency; inactive = the rest, 99 in 100 with inhibition below about 76%;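 also: plate controls were DMSO cells for no effect and high antibiotic wells for full effect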
influenza NS1A – H1N1 influenza NS1A inhibitors, functional cell based assay (AID 504329) | NS1A functional cell-based assay, percent inhibition; higher % means a stronger effect | one-dose inhibition, % at 12.5 µM; IC50 in µM for titrated hits | actives 0.3% (n = 340,000); in the data active = a potency from the dose series; inconclusive = inhibition above about 27% without an active follow-up result; also: strong numbers were not always called active
inhibitors of VEEV – inhibitors of VEEV TC-83 cytopathic effect, confirmation, Vero cells (AID 588727); inhibition, % at 20 µM, or IC50 in µM where a hit was titrated; Vero cells, VEEV TC-83 cytopathic effect inhibition; higher % means a stronger effect; actives 0.13% (n = 350,000); in the data active = a potency from the dose series; inconclusive = inhibition mostly from about 14% at the one dose, without a potency; inactive = the rest, 99 in 100 with inhibition below about 12%; also: strong numbers were not always called active
Salmonella PhoP GFP – PhoP regulon inhibitors, Salmonella typhi PhoP promoter GFP reporter, confirmatory (AID 1850) | Salmonella Typhi PhoP-promoter GFP reporter, fluorescence, 4 h; higher % means a stronger effect | one-dose inhibition, % at 50 µM; IC50 in µM for titrated hits | actives 0.33% (n = 310,000); in the data active = a potency from the dose series; inconclusive = inhibition mostly from about 25% at the one dose, without a potency; inactive = the rest, 99 in 100 with inhibition below about 19%;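 also: 0% = induced wells with vehicle and 100% = uninduced wells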
H37Rv inhibition – M. tuberculosis growth inhibition, HTS (AID 449762). M. tuberculosis H37Rv growth inhibition, 7H9 media; higher % means a stronger effect. inhibition, % at 25 µM, or IC50 in µM where a hit was titrated. actives 0.59% (n = 330,000); in the data active = a potency from the dose series; inconclusive = inhibition above about 70% without an active follow-up result;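 also: bacterial growth assessed after seven days of incubation; strong numbers were not always called active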
inhibitors of VEEV 10K pilot screen – second read-out of inhibitors of VEEV, no call of its own (marks repeat the call); inhibition, %; measured here: 10K pilot screen inhibition
* marks the source's active call; other numbers are inactive results; i = inactive; ? = inconclusive; . = no result given.

SMILES	M. tuberculosis	influenza NS1A	inhibitors of VEEV	Salmonella PhoP GFP	H37Rv inhibition	others
COc1ccc(C(=O)N2CCCC(c3nc(-c4ccc(C)o4)no3)C2)cc1OC (centres undefined)	-1%	-3%	0.9%	-14%	-10%
CC(=O)c1ccc(N2CCN(C(=S)Nc3cc(C)ccc3C)CC2)cc1	-3%	-15%	1.5%	0%	-1%
O=C(COC(=O)/C=C/c1cccc(F)c1)NC1CCCCCC1	43%	-2%	0.9%	.	9%
Cc1nc2ccccc2c(=O)n1NC(=O)c1ccc([N+](=O)[O-])cc1	-19%	-4%	1.1%	-3%	0%
COc1ccc(C2C(CC(=O)O)=C(O)C(=O)N2c2ccccc2)cc1 (centres undefined)	28%	-13%	1.6%	1%	-8%
O=C(Cc1csc(NC(=O)c2ccccc2)n1)NO	-5%	13%	i	4%	4%
Cc1ccccc1-c1nnc(SCC(=O)N(C)c2c(N)n(Cc3ccccc3)c(=O)[nH]c2=O)n1C	-9%	-6%	2.4%	3%	-3%
O=C(c1ccc(Cl)cc1)N1CCN(c2cccc3[nH]ccc23)CC1	14%	3%	0.2%	-11%	4%
O=C(COC(=O)Cc1ccccc1F)Nc1ccc2c(c1)OCO2	?	-1%	0.7%	8%	?
CCCCN(CC)C(=S)Nc1ccc2nc3n(c(=O)c2c1)CCCCC3	38%	-5%	1.2%	-15%	-13%
NC(=O)CSc1nnc(C2CC2)n1Cc1ccccc1	-1%	10%	0.6%	10%	-8%
COC(=O)CSC(=S)N1C(C)CCCC1C (centres undefined)	65%	-2%	i	-3%	6%
CCOC(=O)C1CCCN(C(=O)c2cccc(S(=O)(=O)N(C)c3ccc(OC)cc3)c2)C1 (centres undefined)	.	-17%	6.4%	.	.
COC(=O)C1=C(c2ccccc2OCc2ccccc2)C[C@@H]2CC[C@H]1N2C(=O)NCc1ccc(F)cc1	-23%	0%	3.3%	.	-7%	inhibitors of VEEV 10K pilot screen=3.5
O=C(c1cc(Cl)nc2ccccc12)N1CCN(S(=O)(=O)c2ccccc2[N+](=O)[O-])CC1	22%	0%	3.6%	3%	-8%
CC(CC(=O)N1CCN(c2ccccc2)CC1)S(=O)(=O)c1ccc2c(c1)NC(=O)CS2 (centres undefined)	11%	3%	3.1%	4%	7%
COc1ccc(/C=C2\S/C(=N/S(=O)(=O)c3cccs3)NC2=O)cc1	26%	-1%	0.9%	-3%	1%
O=C(Nc1ncnc2c1CCC2)C12CC3CC(CC(C3)C1)C2	-1%	7%	i	18%	2%
CC(=O)Oc1ccc(C(=O)NCc2ccc3c(c2)OCO3)cc1	69%	2%	i	-5%	8%
COc1cc(OC)c(C(=O)OCC(=O)Nc2c(C)n(C)n(-c3ccccc3)c2=O)cc1OC	-5%	-1%	0.1%	.	2%
CN(CC1CCOCC1)C(=O)CC1C(=O)NCCN1Cc1cccc(Oc2ccccc2)c1 (centres undefined)	15%	-5%	0.2%	5%	7%
Cc1ccc(S(=O)(=O)N2CCC(O)(c3cccnc3)CC2)cc1	-17%	-10%	i	-10%	0%
Cc1cccc(-c2nc(C#N)c(N3CCCCCC3)o2)c1	29%	22%	0.4%	-4%	2%
O=C1CCC(c2ccc(-n3ccnc3)cc2)=NN1	-7%	1%	0.7%	5%	-3%

Compounds from the list above containing a nitro group on carbon, in the order listed:
SMILES	M. tuberculosis	influenza NS1A	inhibitors of VEEV	Salmonella PhoP GFP	H37Rv inhibition	others
Cc1nc2ccccc2c(=O)n1NC(=O)c1ccc([N+](=O)[O-])cc1	-19%	-4%	1.1%	-3%	0%
O=C(c1cc(Cl)nc2ccccc12)N1CCN(S(=O)(=O)c2ccccc2[N+](=O)[O-])CC1	22%	0%	3.6%	3%	-8%

Next section
SMILES	M. tuberculosis	influenza NS1A	inhibitors of VEEV	Salmonella PhoP GFP	H37Rv inhibition	others
CC(Cc1ccccc1)NC(=O)C1(c2ccccc2)CCOCC1 (centres undefined)	8%	-2%	1.7%	13%	7%
COc1cc(C(=O)OCC(=O)N2CCOCC2)c([N+](=O)[O-])cc1OC	3%	6%	1.7%	7%	-1%
COc1ccc(Nc2nnc(-c3ccc(C(N)=O)cc3)c3ccccc23)cc1	35%	1%	8.8%	2%	-1%
COc1ccc(NC(=O)CN(C)C(=O)CCCNC(=O)c2ccc(Cl)cc2)cc1	-9%	-3%	1.0%	2%	-3%
O=C(O)COc1ccccc1/C=N/Nc1ccc(S(=O)(=O)Nc2ccc(Cl)cc2)cc1[N+](=O)[O-]	11%	17%	1.5%	-4%	-2%
CN1CCN(CC(=O)Nc2ccc(Cl)cc2C(=O)c2ccccc2)CC1	14%	2%	0.5%	-2%	2%
CC(C)Cn1c(=O)c2ccccc2n2c(SCC(=O)N3c4ccccc4CC3C)nnc12 (centres undefined)	1%	8%	1.4%	-3%	4%
O=C(c1ccc2c(c1)OCCO2)N1CCN(Cc2ccccc2)CC1	-12%	-7%	7.5%	-11%	1%
S=C(NNC(=S)Nc1ccccc1)Nc1ccccc1	55%	6%	0.8%	5%	-1%
COc1ccc2nc(Nc3nc(CSc4nnnn4-c4ccccc4)cc(=O)[nH]3)nc(C)c2c1	2%	1%	i	-11%	2%
Cc1ccc(F)c(Oc2cc(NN3CCCCC3)c([N+](=O)[O-])cc2[N+](=O)[O-])c1	1%	7%	2.1%	-6%	-1%
COc1ccc(NC(=O)CSc2nc(N)c3cc4c(nc3n2)CCCC4)c(OC)c1	6%	4%	4.2%	-13%	3%	inhibitors of VEEV 10K pilot screen=0.7

Some of these compounds in order of heavy-atom count, lowest first:
SMILES	M. tuberculosis	influenza NS1A	inhibitors of VEEV	Salmonella PhoP GFP	H37Rv inhibition	others
S=C(NNC(=S)Nc1ccccc1)Nc1ccccc1	55%	6%	0.8%	5%	-1%
CC(Cc1ccccc1)NC(=O)C1(c2ccccc2)CCOCC1 (centres undefined)	8%	-2%	1.7%	13%	7%
O=C(c1ccc2c(c1)OCCO2)N1CCN(Cc2ccccc2)CC1	-12%	-7%	7.5%	-11%	1%
COc1ccc(Nc2nnc(-c3ccc(C(N)=O)cc3)c3ccccc23)cc1	35%	1%	8.8%	2%	-1%
COc1ccc(NC(=O)CSc2nc(N)c3cc4c(nc3n2)CCCC4)c(OC)c1	6%	4%	4.2%	-13%	3%	inhibitors of VEEV 10K pilot screen=0.7

Structures listed so far that have a COOH group:
SMILES	M. tuberculosis	influenza NS1A	inhibitors of VEEV	Salmonella PhoP GFP	H37Rv inhibition	others
COc1ccc(C2C(CC(=O)O)=C(O)C(=O)N2c2ccccc2)cc1 (centres undefined)	28%	-13%	1.6%	1%	-8%
O=C(O)COc1ccccc1/C=N/Nc1ccc(S(=O)(=O)Nc2ccc(Cl)cc2)cc1[N+](=O)[O-]	11%	17%	1.5%	-4%	-2%

(next part)
SMILES	M. tuberculosis	influenza NS1A	inhibitors of VEEV	Salmonella PhoP GFP	H37Rv inhibition	others
O=C(NCc1ccccc1)C1COc2ccccc2O1 (centres undefined)	75%	-2%	1.8%	-8%	7%
COCCCN1CC(=O)N2C(c3ccc(OC)c(OC)c3)c3[nH]c4ccccc4c3C[C@H]2C1=O (some centres undefined)	7%	-3%	2.8%	0%	0%
COc1ccc(C(=O)N/N=C(\c2ccccc2)c2ccccn2)cc1	3.3µM*	6%	27%	-12%	?
Cc1cc2nc(CN(C)Cc3c(C(=O)N(C)C)nc4ccc(Cl)cn34)[nH]c2cc1C	7%	-6%	1.1%	-5%	0%
CCOC(=O)C(Cc1c[nH]c2ccccc12)NC(=O)c1ccco1 (centres undefined)	-1%	-2%	i	-10%	2%
COC(=O)C1=C(C)N(C)C(=O)NC1c1cc(Cl)c(O)c(OC)c1 (centres undefined)	12%	-11%	0.6%	-5%	1%
COc1ccc(OC)c(S(=O)(=O)N2CCCC(C(=O)NCCc3ccccc3)C2)c1 (centres undefined)	4%	-16%	1.0%	-6%	6%
CN1CCC(O)(c2cccs2)C(C(=O)c2cccs2)C1 (centres undefined)	2.4µM*	-3%	5.2%	4%	?
O=C(NC1CC1)C1=C[C@@H](c2csc3ccccc23)C[C@@H](OCc2ccc(CO)cc2)O1	-31%	11%	6.2%	4%	-4%
CC(C)CC[C@@H](O)[C@](C)(O)C1CC[C@@]2(O)C3=CC(=O)[C@@H]4C[C@@H](O)[C@@H](O)C[C@]4(C)C3CC[C@]12C (some centres undefined)	-9%	8%	0.4%	.	-5%
CC(=O)C1=C(C)N(c2ccccc2)C(=O)C1(NS(=O)(=O)c1ccc(N)cc1)C(F)(F)F (centres undefined)	15%	2%	0.8%	2%	3%
OC(CNc1nc(C(F)(F)F)nc2ccccc12)c1ccccc1 (centres undefined)	29%	5%	9.2%	3%	2%
CCOc1ccc(NC(=O)CN2C(=O)NC(CCc3ccccc3)C2=O)cc1OCC (centres undefined)	2%	-3%	2.1%	.	-3%
COCN(C#N)c1nc(OC)nc(OC)n1	7%	4%	i	6%	12%
CCOc1ccc(S(=O)(=O)N2CCC(c3ccccc3)CC2)cc1C(=O)O	-16%	13%	1.5%	0%	-2%
O=C(Nc1cccc(S(=O)(=O)N2CCCC2)c1)c1ccc2ccccc2n1	13%	9%	i	-3%	2%
CCC1(c2ccccc2)NC(=O)N(CC(=O)N2CCc3ccccc32)C1=O (centres undefined)	18%	-1%	i	.	3%
C[C@]12CCC(=O)C[C@H]1CC[C@@H]1[C@@H]2CC[C@]2(C)C(=O)CC[C@@H]12	12%	-9%	0.4%	.	0%
Cc1ccnc(NC(=O)Cn2c(=O)oc3cc(S(=O)(=O)N4CCCC4)ccc32)c1	.	-8%	0.9%	-11%	-1%
CC(=O)c1ccc(S(=O)(=O)NCc2cccnc2)cc1	-5%	-20%	0.4%	-1%	-4%
O=C(Nc1ccccn1)c1cccc(S(=O)(=O)N2CCOCC2)c1	-9%	3%	i	-2%	-5%
Cc1ccccc1OCC(=O)Nc1ccc(S(=O)(=O)Nc2onc(C)c2C)cc1	11%	-32%	0.8%	-10%	6%
O=C(c1cccnc1)c1cccnc1	-4%	-2%	i	2%	41%
COc1ccc([N+](=O)[O-])cc1N(CC(=O)N1CCCCC1)S(C)(=O)=O	-14%	3%	1.4%	3%	-9%
CN(CCN1CCOCC1)Cc1nc(-c2cccs2)no1	-3%	-4%	0.7%	3%	-6%
CCCc1cc(=O)oc2cc(OCC(=O)Nc3ccc4c(c3)OCCO4)ccc12	-2%	5%	0.7%	-9%	-9%
CCCCC(CC)C(=O)Nc1ccc(Cl)cn1 (centres undefined)	69%	-10%	i	-4%	-8%
COc1ccc(C2C(C#N)=C(N)N(N(C)C)C3=C2C(=O)CCC3)cc1 (centres undefined)	-13%	-3%	1.3%	1%	-1%
Cc1ccc(NC(=O)Cn2cccc2)cc1Cl	33%	-2%	1.4%	13%	?
CC(C)NC(=O)c1c(O)c2cccc3c2n(c1=O)CCC3	12%	-1%	5.7%	3%	-2%
Cc1ccnc(OC(C(=O)O)C(OCCc2ccccc2)(c2ccccc2)c2ccccc2)n1 (centres undefined)	13%	-6%	0.3%	-5%	-3%
Cc1cccc(NC(=O)c2ccc(N3C(=O)C4C5C=CC(C6CC56)C4C3=O)cc2)c1 (centres undefined)	22%	-1%	10%	-8%	4%
COc1ccc(S(=O)(=O)N(C)c2ccc(C(=O)NCc3ccco3)cc2)cc1	6%	-6%	4.4%	-7%	-3%
CN1/C(=C/C=N/NC(=O)c2ccc([N+](=O)[O-])cc2)C(C)(C)c2ccccc21	-31%	8%	i	-1%	15%
Cc1sc2nc(CSCC(=O)N(CCC#N)c3ccccc3)[nH]c(=O)c2c1C	30%	-5%	8.0%	3%	2%
S=C(NC1CCCC1)N1CCN(c2cccc(Cl)c2)CC1	44%	-6%	i	0%	1%
Cc1ccc(C)c(NS(=O)(=O)c2cc(C(N)=O)ccc2C)c1	-7%	-3%	0.5%	-3%	-7%
N#Cc1cccc(NC(=O)Nc2cccs2)c1	5%	8%	4.1%	12%	-6%
CCc1nnc(NC(=O)CSc2nnc(C)n2CC2CCCO2)s1 (centres undefined)	-17%	-1%	1.7%	4%	1%
Cc1cc(=O)oc2c(C)c(OCC(=O)NCCCn3ccnc3)ccc12	8%	-5%	2.8%	-2%	0%
